Growth percent in the NCI-60 one-dose screen (48 h, 10 µM unless noted): 100 = growth as untreated, 0 = no growth, -100 = all killed.
T-47D – T-47D breast cancer; actives 5% (n = 79,000)
HS 578T – HS 578T breast cancer. actives 4.1% (n = 78,000). AID 1794788
MALME-3M – MALME-3M melanoma | actives 5.8% (n = 78,000) | AID 1794766
SK-MEL-28 – SK-MEL-28 melanoma; actives 4.1% (n = 81,000); AID 1794761
UACC-62 – UACC-62 melanoma; actives 5.4% (n = 81,000); AID 1794756
SK-MEL-2 – SK-MEL-2 melanoma. AID 1794763. actives 4.7% (n = 77,000)
UACC-257 – UACC-257 melanoma; AID 1794764; actives 4.4% (n = 78,000)
BT-549 – BT-549 breast cancer. actives 4.4% (n = 78,000). AID 1794793
Starred values were filed as active, the others as inactive; . = no result given; [ ] = another dose, or the depositor's remark. How the source made its calls: active means growth percent below 10; inactive means the rest. Rows are unselected; overall some 10% were active at least once.

SMILES	T-47D	HS 578T	MALME-3M	SK-MEL-28	UACC-62	SK-MEL-2	UACC-257	BT-549
COC(=O)C1CCCCC1C(=O)OC (centres undefined)	103.4	95.3	95.1	125.4	109.0	106.2	103.5	104.2
Cc1ccc2sc3c(c2c1)Oc1ncnc(N)c1C3c1ccc(Cl)cc1 (centres undefined)	41.8	81.8	123.3	107.4	59.9	93.0	95.6	84.1
Nc1nnc(Cc2ccccc2)n1N	101.2	114.0	.	110.7	110.7	113.3	105.9	103.3
CC(C)(NC(=O)c1ccccc1[N+](=O)[O-])C(=O)O	102.1	105.3	98.4	102.9	95.4	99.2	103.3	101.1
CNN(C)c1ccccc1C	89.6	.	113.9	115.3	112.7	78.6	112.9	.
COC(C)CNC1=C(Cl)C(=O)c2ccccc2C1=O (centres undefined)	89.6	39.4	58.9	110.6	82.3	95.0	83.3	94.4
CC1=NCC2NC(=O)NC(C)=C12 (centres undefined)	112.8	93.6	96.0	114.4	95.2	101.5	104.8	96.4
COc1ccc(C2C(C#N)=C(N)Oc3c2sc2ccc(C)cc32)cc1 (centres undefined)	32.7	3.3*	50.0	55.6	23.4	.	57.1	26.8
CC(N)C#N (centres undefined)	99.5	100.8	98.5	117.7	107.6	112.8	102.5	95.0
C/C(=C(\C)c1ccc(N)cc1)c1ccc(N)cc1	81.9	106.7	103.8	105.4	103.4	94.4	100.7	.
CC(C)(C)c1nn(-c2ccccc2)c2c1C(=O)CSC(c1ccc3c(c1)OCO3)N2 (centres undefined)	84.4	100.8	92.0	109.1	85.3	101.1	129.7	112.3
CSc1nc2ccccc2s1	101.2	95.1	119.6	115.0	104.4	.	102.1	.
CC/C(Br)=C(\Br)Cn1cnc2c(OC)ncnc21	80.4	83.5	107.7	110.8	82.5	85.7	100.3	87.6
COc1ccc(Sc2[nH]c(C(C)=O)c3ccccc23)cc1	56.5	83.9	74.0	84.1	47.1	57.8	84.1	50.1
O=[N+]([O-])c1ccc(N/N=C2/CC3CCC2C3)c([N+](=O)[O-])c1 (centres undefined)	88.0	100.4	97.6	110.7	92.7	.	.	99.8
COc1ccc(C(=O)COC(=O)[C@H](C[Se][Se]C[C@H](NC(=O)c2ccc(Br)cc2F)C(=O)OCC(=O)c2ccc(OC)cc2)NC(=O)c2ccc(Br)cc2F)cc1	-33.1*	-6.5*	-45.9*	-74.5*	-89.5*	-93.8*	-43.8*	-89.6*
N#Cc1cccc(COc2ccc(-c3cc(CN4CCN(Cc5ccc(C(F)(F)F)cc5)CC4)no3)cc2F)c1	58.9	93.1	67.3	85.8	70.2	71.5	83.8	73.4
COc1cccc(/C=C/c2nc(=O)c3ccccc3o2)c1OC	101.3	103.2	94.9	101.7	105.8	111.5	104.2	98.8
CCCc1cc(CN2CCOCC2)c(O)c(CN2CCOCC2)c1O	104.1	110.1	128.5	113.2	108.7	111.1	106.3	106.1
COc1ccc(C(=O)CSc2nc(-c3cc(OC)ccc3OC)c(C#N)c(=O)[nH]2)cc1	91.9[5 µM]	85.4[5 µM]	86.0[5 µM]	101.5[5 µM]	83.2[5 µM]	94.2[5 µM]	99.2[5 µM]	91.4[5 µM]

Gathered by group: the entries above with an aryl thioether with sulfur outside any ring
SMILES	T-47D	HS 578T	MALME-3M	SK-MEL-28	UACC-62	SK-MEL-2	UACC-257	BT-549
CSc1nc2ccccc2s1	101.2	95.1	119.6	115.0	104.4	.	102.1	.
COc1ccc(Sc2[nH]c(C(C)=O)c3ccccc23)cc1	56.5	83.9	74.0	84.1	47.1	57.8	84.1	50.1
COc1ccc(C(=O)CSc2nc(-c3cc(OC)ccc3OC)c(C#N)c(=O)[nH]2)cc1	91.9[5 µM]	85.4[5 µM]	86.0[5 µM]	101.5[5 µM]	83.2[5 µM]	94.2[5 µM]	99.2[5 µM]	91.4[5 µM]

Back to the main list, starting three compounds before the break.
SMILES	T-47D	HS 578T	MALME-3M	SK-MEL-28	UACC-62	SK-MEL-2	UACC-257	BT-549
COc1cccc(/C=C/c2nc(=O)c3ccccc3o2)c1OC	101.3	103.2	94.9	101.7	105.8	111.5	104.2	98.8
CCCc1cc(CN2CCOCC2)c(O)c(CN2CCOCC2)c1O	104.1	110.1	128.5	113.2	108.7	111.1	106.3	106.1
COc1ccc(C(=O)CSc2nc(-c3cc(OC)ccc3OC)c(C#N)c(=O)[nH]2)cc1	91.9[5 µM]	85.4[5 µM]	86.0[5 µM]	101.5[5 µM]	83.2[5 µM]	94.2[5 µM]	99.2[5 µM]	91.4[5 µM]
CC(=S)N=Cc1c(C)[nH]n(-c2ccccc2)c1=O	86.5	92.6	.	109.7	89.6	84.6	95.8	113.1
CCOC(=O)c1cc(C(=O)c2ccc(Br)cc2)n2c1ccc1c3ccccc3ccc12	94.9	82.1	95.1	104.2	90.9	100.0	104.0	97.6
CCN(CC)CCCNC(=O)c1ccc(N)cc1	102.4	99.2	94.3	96.8	104.8	99.0	92.9	102.4
Cc1ccc(C(=O)C[n+]2ccc3ccccc3c2)c(O)c1	91.2	110.4	105.2	99.0	86.3	94.5	102.9	95.3
NS(=O)(=O)c1ccc(-c2nonc2Oc2ccccc2)cc1	73.0	103.5	102.4	106.9	90.9	97.8	97.8	89.6
COc1cc(-c2nn(CNc3ccc(C(C)=O)cc3)c(=S)o2)cc(OC)c1OC	86.9	99.4	106.0	.	.	110.2	106.2	103.0
CC(=O)Nc1ccc(/C=N/Nc2ccc([N+](=O)[O-])cn2)cc1	88.1	84.6	98.9	108.7	80.2	94.0	104.7	87.0
O=C(/C=C/c1ccc(N2CCCCC2)cc1)c1cc2ccccc2oc1=O	80.8	96.2	98.5	108.9	77.9	104.7	100.1	96.7
CCN1C(=O)N(CC)C2C1NN=c1s/c(=C\c3ccco3)c(=O)n12 (centres undefined)	27.8	29.6	55.8	58.9	29.2	30.0	63.0	53.9
NC(CS/C(Cl)=C/Cl)C(=O)O (centres undefined)	-7.8*	103.7	89.6	73.0	77.4	53.7	78.3	51.0
ClC1C(Cl)C2CC1C1CC3OC3C21 (centres undefined)	95.8	.	103.9	96.4	97.6	93.5	97.1	98.0
Cc1cccc2c1C(=O)NC2=O	82.2	.	97.4	112.4	104.7	108.3	95.9	106.8
O=C1c2c(Cl)c(Cl)c(Cl)c(Cl)c2C(=O)C2(Cl)CC=CCC12Cl (centres undefined)	-38.3*	46.7	-3.3*	-58.8*	32.6	-49.4*	-34.4*	43.6
O=[N+]([O-])CC(c1ccccc1F)c1c[nH]c2ccccc12 (centres undefined)	59.4	77.2	66.9	78.2	53.4	57.0	87.1	73.8
CCNc1ccc(S(=O)(=O)O)cc1C(=O)O	111.0	99.5	108.8	122.1	101.1	92.1	94.3	96.2
CCCCC(C)Sc1nc2c([nH]1)c(=S)n(C)c(=O)n2C (centres undefined)	90.2	111.6	.	107.0	92.8	99.3	101.7	106.1
CCOC(=O)/C(C#N)=C\N1CCN(C(=O)CCCl)c2ccccc21	94.0	119.2	.	109.5	100.5	103.8	109.3	98.7
CC(=O)Nc1nc(C)c(C(=O)NNS(=O)(=O)c2ccccc2)s1	114.1	112.2	96.5	124.6	108.5	2.9*	102.8	.
Cc1cc(/C=C/c2ccc(C(F)(F)F)cc2)c2ccccc2n1	33.8	.	69.1	73.0	41.3	79.1	40.7	58.7
Cc1ccc2c(n1)C(=O)C(Cl)=C(Nc1ccc(C#N)cc1)C2=O	8.0*	97.7	27.0	99.8	95.7	103.7	74.8	119.9
c1ccc(N2CCN(c3nc(-c4cccc5ccccc45)nc4sc5c(c34)CCCCCC5)CC2)cc1	89.7	96.0	94.2	105.2	90.4	98.5	106.6	98.8
COC(=O)/C=C1\S/C(=N\Nc2ccc([N+](=O)[O-])cc2[N+](=O)[O-])N(Cc2ccccc2)C1=O	85.1	100.1	103.6	106.9	95.2	116.4	98.8	.
O=C(O)c1ccc2c(c1O)C(=O)c1ccccc1C2=O	106.0	104.3	95.8	106.1	96.1	90.8	109.1	.
O=C(COc1ccc(Cl)cc1Cl)NCCO	97.7	105.7	91.6	105.6	.	94.1	97.4	106.2
Nc1ncnc2c1N=C(c1ccc(Cl)cc1)CC(c1cccc(Nc3ccnc4cc(Cl)ccc34)c1)N2 (centres undefined)	85.9	68.2	84.8	86.8	81.2	76.6	104.7	78.5
CC(C)(C)[Si](C)(C)O[C@H]1C(=O)C=CN2CC=C[C@@H]12	92.0[100 µM]	95.3[100 µM]	106.1[100 µM]	116.9[100 µM]	85.3[100 µM]	112.2[100 µM]	93.6[100 µM]	137.0[100 µM]
O=C(N=Nc1c(O)[nH]c2ccc(Br)cc12)c1cc(-c2ccc(Cl)cc2)nc2ccccc12	67.5	67.1	92.7	83.6	58.8	106.4	109.4	83.1
COc1ccccc1N1CCN(Cc2c[nH]c3c(N4CCCCC4)ncnc23)CC1	58.4	88.9	92.0	94.1	89.1	97.9	96.7	80.7
O=C1CN(Cc2ccncc2)C(=O)[C@H](Cc2c[nH]c3ccccc23)N1	93.9	112.2	90.0	112.8	98.2	87.7	90.7	92.5
N#CCC(C(=O)c1cccnc1)c1ccccc1 (centres undefined)	88.6	111.2	92.0	100.8	102.2	109.9	106.5	131.4
CN([N-]C(=O)CC(=O)[N-]N(C)C(=S)c1ccccc1)C(=S)c1ccccc1.[Cu+2]	-52.7*	-12.3*	-90.3*	-94.7*	-92.4*	-90.2*	-92.9*	-73.0*
COc1c2c(c(OC)c3c(=O)ccoc13)OCO2	94.2	112.1	94.5	105.8	102.3	107.0	97.7	98.3
CCN1CCN(C(=O)[C@]23CCC(C)(C)C[C@H]2C2=CC[C@@H]4[C@@]5(C)Cc6c([nH]c7ccccc67)C(C)(C)[C@@H]5CC[C@@]4(C)[C@]2(C)CC3)CC1	72.6	87.1	.	95.5	94.8	104.3	88.2	100.8
COc1ccc(OC)c(C2=NN(c3ccc(S(N)(=O)=O)cc3)C(c3ccc(Cl)cc3)C2)c1 (centres undefined)	61.5	82.8	101.8	80.7	71.2	80.4	73.2	.
O=C(O)c1cn(C2CC2)c2cc(N3CCN(C(=O)CN4C(=O)CSC4=O)CC3)c(F)cc2c1=O	106.2	97.7	103.0	100.7	91.0	112.7	106.8	.
O=C(NCCNc1nccc(-c2c(-c3cccc(O)c3)nc3sccn23)n1)c1cc(N2CCOCC2)cc(C(F)(F)F)c1	77.7	.	3.0*	44.4	8.5*	64.5	16.7	84.8
Oc1c(Cl)cc(Cl)cc1C1Nc2ccccc2-n2cccc21 (centres undefined)	82.9	87.0	122.5	110.3	78.2	74.5	100.4	123.5
Clc1ccccc1-c1nnc(CCc2nc(-c3ccc(Br)cc3)no2)o1	112.5	109.7	104.4	110.0	95.5	114.6	109.1	105.5
Cc1ccc2c(c1)Nc1nc3nonc3nc1N2	.	109.6	118.2	112.6	105.5	108.1	104.0	.
Cc1ccc(C)c(NC(=O)c2ccccc2C(=O)O)c1	96.6	110.5	95.5	106.6	116.0	94.1	.	96.0
NS(=O)(=O)c1ccc(C(=O)N=Nc2c(O)[nH]c3ccccc23)cc1	94.8	94.4	100.2	114.0	102.9	102.4	101.4	104.8
